Rv3671c inh: Rv3671c serine protease inhibitors, primary screen, biochemical, fluorescence polarization, M. tuberculosis H37Rv | P9WHR9 | inhibition, % at 5.96 µM | 0.048% of 320,000 active; in the data active = inhibition above about 38%;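 also: extracellular domain of Rv3671c used as enzyme; 0% = enzyme with DMSO and 100% = no enzyme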
GDH-TPI counter: GDH-TPI coupling enzyme inhibitors, primary screen, artefact control for M. tuberculosis FBA inhibitor project, biochemical, absorbance, full deck; inhibition, % at 4.8 µM; 1.2% of 360,000 active; GDH-TPI coupled enzyme counterscreen, NADH absorbance; AID 588335, 2011; in the data active = inhibition above about 30%;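 also: 0% = DMSO wells and 100% = wells lacking the enzyme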
BoNT F protease: BoNT/F light chain protease inhibitors, primary screen, biochemical, flow cytometry, MLPCN library; 0.22% of 360,000 active; inhibition, % at 10 µM; AID 588497, 2011; Botulinum neurotoxin type F light chain protease (Clostridium botulinum); Multiplex microsphere protease cleavage assay; in the data active = inhibition above about 35%, passing the limit was not always enough; inconclusive = no clear call, values can overlap the other calls; also: plate controls were buffer without enzyme for full effect and enzyme alone for no effect
FadD28 FP inh: inhibitors of FadD28 bisubstrate probe binding, primary screen, biochemical, fluorescence polarization, single point; Mycobacterium tuberculosis FadD28 fatty-acid-AMP ligase; inhibition, % at 12.5 µM; 0.22% of 360,000 active; in the data active = inhibition above about 8.5%, passing the limit was not always enough; inconclusive = no clear call, values can overlap the other calls
MazEF act: activators of E. coli MazEF toxin-antitoxin RNase, primary screen, biochemical, fluorescence, uHTS; Endoribonuclease toxin MazF (Escherichia coli (strain K12)), P0AE70; FAM/BHQ RNA-DNA oligo cleavage fluorescence, 5 h; activation, % at 20 µM; 0.32% of 350,000 active; in the data active = activation above about 50%
Target sequence (P0AE70 whole entry, looked up): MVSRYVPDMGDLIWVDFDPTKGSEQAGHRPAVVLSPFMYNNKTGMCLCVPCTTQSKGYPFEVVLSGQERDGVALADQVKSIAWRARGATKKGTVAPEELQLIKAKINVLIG
BioA inh: M. tuberculosis BioA enzyme inhibitors, primary screen, biochemical, plate reader, single point, HTS | purified M. tuberculosis BioA enzyme | inhibition, % at 9.99 µM | 0.096% of 360,000 active; in the data active = inhibition above about 40%; inconclusive = no clear call, values can overlap the other calls
UGM FP inh: M. tuberculosis UGM enzyme inhibitors, primary screen, biochemical, fluorescence polarization, single point | UDP-galactopyranose mutase (Mycobacterium tuberculosis (strain ATCC 25618 / H37Rv)), … | purified UGM, fluorescence polarization probe displacement | inhibition, % at 10 µM | 0.06% of 320,000 active | AID 504406, 2011; in the data active = inhibition above about 10%, passing the limit was not always enough; inconclusive = no clear call, values can overlap the other calls
Target sequence (P9WIQ1 whole entry, looked up): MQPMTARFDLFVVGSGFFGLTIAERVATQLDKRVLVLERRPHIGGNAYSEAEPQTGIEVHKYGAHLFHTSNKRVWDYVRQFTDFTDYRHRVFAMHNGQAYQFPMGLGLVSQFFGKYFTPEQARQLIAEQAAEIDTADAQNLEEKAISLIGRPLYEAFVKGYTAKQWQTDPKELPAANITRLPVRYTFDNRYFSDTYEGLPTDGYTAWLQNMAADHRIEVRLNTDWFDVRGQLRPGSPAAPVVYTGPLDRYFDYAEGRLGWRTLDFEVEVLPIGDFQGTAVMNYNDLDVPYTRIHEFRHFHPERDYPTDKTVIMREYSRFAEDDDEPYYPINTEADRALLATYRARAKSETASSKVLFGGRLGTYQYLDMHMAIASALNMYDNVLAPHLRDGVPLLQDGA
FBA Mtb inh: Mtb FBA enzyme inhibitors, primary screen, biochemical, fluorescence, strain H37Rv; inhibition, % at 1 µM; 2.3% of 360,000 active; purified M. tuberculosis FBA, fluorescence read-out; Fructose-bisphosphate aldolase (Mycobacterium tuberculosis (strain ATCC 25618 / H37Rv)), …; AID 588726, 2011; in the data active = inhibition above about 27%;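 also: 0% = vehicle and 100% = reference inhibitor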
Target sequence (P9WQA3 whole entry, looked up): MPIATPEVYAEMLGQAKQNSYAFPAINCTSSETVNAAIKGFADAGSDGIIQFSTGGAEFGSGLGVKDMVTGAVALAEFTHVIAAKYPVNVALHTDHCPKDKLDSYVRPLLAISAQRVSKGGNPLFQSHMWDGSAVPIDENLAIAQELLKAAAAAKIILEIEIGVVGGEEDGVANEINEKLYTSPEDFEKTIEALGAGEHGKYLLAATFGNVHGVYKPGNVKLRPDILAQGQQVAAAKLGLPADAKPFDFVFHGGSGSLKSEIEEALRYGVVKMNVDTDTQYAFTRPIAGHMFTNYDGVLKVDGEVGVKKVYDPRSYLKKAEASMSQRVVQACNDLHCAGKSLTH
PrPC surface inh: inhibitors of human cell surface prion protein PrPC, primary screen, cell-based, TR-FRET | Major prion protein (Homo sapiens), P04156 | TR-FRET read-out | inhibition, % at 13.8 µM | 0.43% of 370,000 active; in the data active = inhibition above about 24%; also: 0% = median of the test wells and 100% = reference compound wells
The depositor's hits bear a star; ? = inconclusive; . = not tested or not shown; & = joins results of further samples.

Start of the listing, in advance, five compounds:
SMILES	Rv3671c inh	GDH-TPI counter	BoNT F protease	FadD28 FP inh	MazEF act	BioA inh	UGM FP inh	FBA Mtb inh	PrPC surface inh
FC(F)(F)c1nnc2ccc(-n3ccnc3)nn12	3	4	8	0.6	3	-1.0	0.2	3	-2
CCCN(CCC)Cc1c(C(=O)N/N=C/CCc2ccccc2)nnn1-c1nonc1N	-11	-10	-6	-6.5	-2	-0.7	3.3	0	2
CCOc1ccc(NC(=S)NNC(=O)c2ccc(Br)cc2)cc1	13	0	-2	3.1	7	.	-2.2	0	16
COc1ccc(CCNC(=O)CCOc2ccc(C(C)(C)C)cc2)cc1OC	1	1	3	-0.4	-1	0.3	-4.4	1	7
CCCCS(=O)(=O)CC(COc1ccccc1)OC(=O)c1ccccc1 (stereo not given)	-2	5	-7	-0.2	-8	-0.3	0.4	9	-2

All compounds of this part, from the start:
SMILES	Rv3671c inh	GDH-TPI counter	BoNT F protease	FadD28 FP inh	MazEF act	BioA inh	UGM FP inh	FBA Mtb inh	PrPC surface inh
FC(F)(F)c1nnc2ccc(-n3ccnc3)nn12	3	4	8	0.6	3	-1.0	0.2	3	-2
CCCN(CCC)Cc1c(C(=O)N/N=C/CCc2ccccc2)nnn1-c1nonc1N	-11	-10	-6	-6.5	-2	-0.7	3.3	0	2
CCOc1ccc(NC(=S)NNC(=O)c2ccc(Br)cc2)cc1	13	0	-2	3.1	7	.	-2.2	0	16
COc1ccc(CCNC(=O)CCOc2ccc(C(C)(C)C)cc2)cc1OC	1	1	3	-0.4	-1	0.3	-4.4	1	7
CCCCS(=O)(=O)CC(COc1ccccc1)OC(=O)c1ccccc1 (stereo not given)	-2	5	-7	-0.2	-8	-0.3	0.4	9	-2
COCCCn1c(C(=O)NCCN2CCOCC2)cc2c(=O)n3cccc(C)c3nc21	4	7	0	-3.0	-3	1.4	1.8	78*	-10
CCOc1ccc(-n2c(=O)c3sccc3n(CC(=O)NCCc3ccc(OC)c(OC)c3)c2=O)cc1	-7	6	-5	-3.4	-1	-1.7	-0.8	4	2
C=CCNC(=O)CN(Cc1ccccc1)S(=O)(=O)c1ccc(C)cc1	2	3	.	-2.9	-1	-1.1	-2.5	2	2
COc1cc(CNC(C)(C)CO)ccc1OCC(=O)Nc1ccc(Br)cc1	7	0	-15	-3.0	12	-2.1	-3.2	1	11
O=C(c1ccc(NC2=NC3CS(=O)(=O)CC3S2)cc1)N1CCN(C(=O)c2ccco2)CC1 (stereo not given)	-7	-5	-9	-0.4	4	-1.2	-4.6	2	-3
CCc1ccc(NP(=O)(Oc2ccccc2F)Oc2ccccc2F)cc1	-4	0	-6	-4.7	-11	.	-1.3	-2	2
CCN(CC)C(=O)C1CC(=O)OC1(C)C (stereo not given)	-1	1	2	-4.2	13	0.2	-3.2	-2	-3
Cc1cc(NC(=O)CSc2nc(C(C)C)nc3sc(C)c(C)c23)no1	1	6	4	-0.4	8	-1.4	-2.1	1	4
COc1cccc(-c2noc(C3CCCN(C(=O)c4ccccc4OC)C3)n2)c1 (stereo not given)	.	9	?	-0.2	5	-0.3	1.5	0	11
COc1ccc(Nc2ncnc3sc(-c4ccccc4)cc23)cc1	-2	14	-2	-2.5	-2	1.8	1.9	10	-1
Cc1cccc(NC(=O)CCCN=C2NS(=O)(=O)c3ccccc32)c1C	-2	-1	4	-2.8	3	.	2.1	3	6
COCCNC(=O)CN(c1ccc(F)cc1)S(=O)(=O)c1ccc2c(c1)OCCO2	-4	2	-14	-1.9	3	1.7	0.7	3	3
Cc1ccc(N2C(=O)CC(N3CCN(C4CCc5ccccc5C4)CC3)C2=O)cc1 (stereo not given)	9	4	-12	1.2	-3	.	1.3	2	-5
CCOC(=O)CSc1ccc(S(=O)(=O)N2CCCC2)cc1[N+](=O)[O-]	-6	-5	-2	-3.0	5	.	-3.4	-1	-8
Cc1cc(C)nc(-n2nc(C)cc2NC(=O)c2ccc(F)cc2F)n1	-3	1	-1	-0.7	8	0.9	0.3	0	-2
Cc1c(N2C(=O)c3ccc(Br)cc3C2=O)c(=O)n(-c2ccccc2)n1C	7	5	6	-4.6	3	1.0	-1.3	-1	11
CC1(C)CC(=O)C(C2=NC3(CCCCC3)Cc3ccccc32)=C(O)C1	6	-3	-1	-3.2	9	0.2	0.3	1	1
COC(=O)C1(S(=O)(=O)c2cc(Br)cc3c2N(C(C)=O)CC3)CC1	1	-8	10	-3.4	4	3.4	-2.3	5	.
O=C(CN1C(=O)C2CCCCC2C1=O)NC1CCCc2ccccc21 (stereo not given)	.	7	.	-0.2	0	-0.3	.	2	-5
O=C(NCCCn1ccnc1)C(Cc1ccccc1)N1C(=O)c2ccccc2C1=O (stereo not given)	-3	4	.	-3.5	8	0.7	1.4	0	9
SMILES	Rv3671c inh	GDH-TPI counter	BoNT F protease	FadD28 FP inh	MazEF act	BioA inh	UGM FP inh	FBA Mtb inh	PrPC surface inh
CCOC(=O)C1CCN(C(=O)COC(=O)c2c(C)c(CC)nc3ccccc23)CC1	1	-3	-2	.	12	0.7	1.2	-1	4
CCOc1cc(N2CCOCC2)c(OCC)cc1NC(=O)CN1CCC(Cc2ccccc2)CC1	-2	2	-3	-2.9	-7	.	-1.9	-2	-6
Cc1ccc(C(=O)NCC(=O)Nc2ccncc2)cc1C	-6	-8	-1	1.1	-8	0.0	0.9	0	-2
O=C(C1CCC(=O)N(C2CC2)C1)N1CCC(Oc2ccccc2F)CC1 (stereo not given)	1	-1	6	-2.3	-2	-0.2	0.3	-1	1
O=C(O)Cc1c[nH]c2ccc(O)cc12	5	1	-15	0.1	-1	0.2	-1.5	-1	4
COCCN1C(=O)CCC1(C)C(=O)NC1CCCCC1 (stereo not given)	.	.	1	-3.2	.	-0.1	.	0	-2
COc1cccc(/C=C2/C(=O)NN(c3ccc(C)c(C)c3)C2=O)c1	1	22	?	1.3	3	-0.5	0.9	3	5
COc1ccc(-c2csc(NC(=O)c3c(C)noc3C)n2)cc1OC	.	-6	1	-3.1	0	1.1	.	3	-1
C=CCn1c(SCc2ccc(C(=O)NCCO)cc2)nc2sc(C)c(C)c2c1=O	-12	3	-3	-2.0	-3	-0.4	1.5	-4	-1
CN(C)S(=O)(=O)c1ccc(C(=O)Nc2ccnn2C2CCCCC2)cc1	-6	4	6	-4.6	1	0.6	0.5	3	5
O=C(CN1C(=O)C2C3C=CC(C4CC34)C2C1=O)Oc1ccccc1 (stereo not given)	-3	2	0	-0.9	8	-0.5	0.0	2	0
CN(CCC1CCOCC1)C(=O)C1CCC(=O)N(CCc2cccc(F)c2)C1 (stereo not given)	-4	4	-4	0.8	2	0.1	-1.8	5	2
c1cc2nnnn2nc1N1CCCCCC1	5	11	7	-0.7	5	0.7	-0.7	0	-2
Cc1cc2nc(C)n(CCCNC(=O)Nc3ccc(C#N)cc3)c2cc1C	5	-15	-1	-7.1	8	-1.0	0.4	-2	-7
COc1ccc(C)cc1S(=O)(=O)N(C)CC(=O)NC1CC1	-11	4	-3	-0.3	4	-2.3	5.3	3	-2
CC(C)CCNC(=O)C1CC(c2cccc([N+](=O)[O-])c2)=NO1 (stereo not given)	5	-1	0	-1.7	7	0.7	2.8	-3	-18
CCCC(C(=O)NC1CCCC1)N(C(=O)Cn1nnc(-c2ccc(C)o2)n1)c1cccc(O)c1 (stereo not given)	.	16	10	-2.4	-7	-0.4	.	-1	8
COc1cccc(N2CCN(C(=O)/C=C/c3ccco3)CC2)c1	-8	8	-2	-3.8	-7	.	0.2	0	-11
CN(NC(=O)Nc1ccccc1)c1cnn(C)c(=O)c1Cl	0	2	.	-1.6	-18	-0.1	-0.8	1	4
Cc1cccc(C(=O)Nc2nc(C)c(C(=O)Nc3ccc4c(c3)CCC4)s2)c1	-85	-4	0	-1.8	-8	-0.5	0.1	3	17
N#C/C(C(=O)NCCc1ccccc1)=C1/N=C(NC(=O)c2cccs2)c2ccccc21	1	11	2	0.4	9	.	0.1	2	-7
O=C(NCc1ccco1)C(c1ccco1)N(C(=O)Cn1nnc2ccccc21)c1ccc2c(c1)CCC2 (stereo not given)	-2	9	-1	-4.1	3	2.2	-0.5	2	3
COc1cc2c(c(OC)c1OC)-c1ccc(NC(=O)c3ccc(F)cc3)c(=O)cc1[C@@H](NC(C)=O)CC2	13	22	-2	-2.4	18	-0.7	-0.2	0	-12
Cc1cc(C)n(-c2nncn2/N=C/c2ccccc2F)n1	-3	0	-3	-3.8	0	-0.2	1.8	0	5
O=C(O)CSCc1ccc(C(=O)O)o1	-5	0	8	0.0	3	.	0.2	0	-7
SMILES	Rv3671c inh	GDH-TPI counter	BoNT F protease	FadD28 FP inh	MazEF act	BioA inh	UGM FP inh	FBA Mtb inh	PrPC surface inh
O=C(CCCC(=O)OCC(=O)NC1CCCC1)Nc1ccccn1	-4	4	0	-1.6	6	0.3	3.1	-1	-3
COCCNC(=O)C(=O)NCC1OCCN1S(=O)(=O)c1ccc(F)cc1 (stereo not given)	-2	3	-4	-3.8	-4	-1.2	3.2	-2	8
Cc1cccc(C)c1OCc1nnc(SCC(=O)NCc2ccccc2)o1	1	-1	3	-0.1	1	0.1	2.1	-1	-8
O=C(NC1CC1)C1=C[C@@H](C2CC2)C[C@@H](OCCCCO)O1	1	5	-1	-3.2	2	0.7&-0.6	-0.2	-1	-5
CC(C)OCc1c(C(=O)Nc2nccs2)oc2ccccc12	-7	12	0	-1.5	8	-1.2	-5.3	2	-2
Cc1ccc(Cn2c(=O)c3c(nc4n3CCCN4Cc3ccccc3)n(C)c2=O)cc1	5	-2	-18	-0.9	6	-1.3	-2.0	-3	8
COc1ccc(OCC(O)Cn2c(N)nc3c2c(=O)[nH]c(=O)n3C)cc1 (stereo not given)	4	12	-5	-1.3	5	0.7	-4.4	1	-2
Cc1cc(Nc2ccc(Br)cc2F)n2nc(C)nc2n1	0	3	-9	-1.8	-6	3.7	0.8	-1	-1
COc1ccc(OCC(=O)Nc2c(C(=O)N(CCN(C)C)Cc3ccco3)oc3ccccc23)cc1	-9	4	8	-3.7	1	5.6	-2.0	0	-11
CN(C)c1nc2n(c(=O)n1)CCS2	-6	-5	-6	-0.2	3	-0.7	1.6	4	-7
CCC(C)(C)n1nnnc1CN(Cc1ccc(Cl)cc1)Cc1ccco1	-2	8	0	-3.8	-6	0.2	-0.7	3	13
O=C(COC(=O)/C=C/c1ccc(F)cc1)Nc1ccc2[nH]c(=O)[nH]c2c1	-8	5	-8	-1.3	7	.	-1.2	2	3
CCOC(=O)c1c2ccc(OCC(=O)NN)cc2n2ccccc12	-23	11	-11	0.7	9	.	-2.4	6	3
COc1cc(C2C3=C(CC(C)(C)CC3=O)Nc3ccccc3N2C(C)=O)cc(OC)c1OC (stereo not given)	-1	18	?	-0.2	6	-1.3	0.1	0	-1
c1cc(-c2n[nH]c(-c3ccncc3)n2)ccn1	-3	3	?	-3.3	3	6.1	-1.4	3	7
O=C(CS(=O)(=O)c1cn(Cc2ccc(Cl)cc2)c2ccccc12)N1CCCCC1	-6	-5	-24	0.9	2	-0.7	2.8	2	-3
COc1ccc([C@H]2CC(=O)C=C(c3cccc(C(C)C)c3)C2)cc1	-7	2	0	-4.2	-13	1.7	5.2	-2	-6
Cc1cc(C(=O)N2CCN(c3ccc(C(F)(F)F)cn3)CC2)c(C)o1	-2	2	?	0.5	3	12	-2.1	8	2
COc1ccc(S(=O)(=O)Nc2ccccc2C(=O)N2CCOCC2)cc1F	-6	-1	2	-3.2	-2	1.0	3.9	2	-1
NS(=O)(=O)c1ccc(NC(=O)c2cc(-c3ccccc3O)n[nH]2)cc1	-30	3	-19	-2.3	31	-2.6	-0.6	2	-8
COc1ccc(-c2nc(CSCC(=O)NCCC3=CCCCC3)c(C)o2)cc1OC	-13	2	26	-4.6	-6	.	-1.7	8	0
